Screening results from PubChem BioAssay.
TR SRC2 fluor cs = Total Fluorescence Counterscreen for Inhibitors of the Interaction of Thyroid Hormone Receptor and Steroid Receptor Coregulator 2 | AID 1479, 2009 | hit rate 0.29% among 280,000 | Potency, µM (titrated, usually from 106 µM), inactives show at the top dose fluorescence change, negative = quenching | TRb/SRC2 Texas Red total fluorescence interference; active = well fitted curve in either direction with a large enough effect; inconclusive = small, poorly fitted or top-dose-only effect; also: % is scaled to controls: 0 for no effect and ±100 for the full control effect
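Flags fluorescent or light-absorbing compounds by total fluorescence, S + 2P, at 555 nm excitation and 632 nm emission. Mixture: 20 nM Texas Red SRC2 peptide, 0.6 uM human TRb LBD, 1 uM T3, 5% DMSO; compound exposure 5 h at ambient temperature.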
Lamin A splicing = qHTS Assay for Modulators of Lamin A Splicing. HeLa LMNA splicing GFP/RFP minigene ratio, 48 h. Potency, µM (doses to about 46.1 µM), for inactives: at the top dose ratio change, negative = inhibition, actives largely listed as inhibitors. AID 1487, 2009. hit rate 0.01% among 200,000; active = well fitted inhibition curve with a large enough effect in the signal ratio, with a control signal flat, not every such curve was filed as active; inconclusive = small, poorly fitted or top-dose-only effect, or effect the other way, or a change in a side signal; the % refers to the signal ratio; also: % is scaled to controls: 0 for no effect and ±100 for the full control effect
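Read-out is the ratio of GFP to DsRed2 object intensity, acquired by 488 nm laser-scanning cytometry on HeLa lamin A-EGFP minigene reporter cells. Compound incubation 48 hrs at 37 °C in Opti-MEM with 2% FBS; DMSO 0.5% final.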
TRb-SRC2 inh = qHTS for Inhibitors of the Interaction of Thyroid Hormone Receptor and Steroid Receptor Coregulator 2; Thyroid hormone receptor beta (Homo sapiens), P10828; TRbeta-SRC2 peptide binding, fluorescence polarization; receptor liganded with 1 µM T3; Potency, µM (top dose mostly 106 µM), without a hit: top-dose activity change, negative = inhibition, hits mostly inhibitors; hit rate 0.065% among 280,000; AID 1469, 2008;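 also: plate controls were bound peptide for no effect and peptide without receptor for full effect; nearly all actives have a fitted effect of over 50% in size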
Target sequence (P10828 whole entry, looked up): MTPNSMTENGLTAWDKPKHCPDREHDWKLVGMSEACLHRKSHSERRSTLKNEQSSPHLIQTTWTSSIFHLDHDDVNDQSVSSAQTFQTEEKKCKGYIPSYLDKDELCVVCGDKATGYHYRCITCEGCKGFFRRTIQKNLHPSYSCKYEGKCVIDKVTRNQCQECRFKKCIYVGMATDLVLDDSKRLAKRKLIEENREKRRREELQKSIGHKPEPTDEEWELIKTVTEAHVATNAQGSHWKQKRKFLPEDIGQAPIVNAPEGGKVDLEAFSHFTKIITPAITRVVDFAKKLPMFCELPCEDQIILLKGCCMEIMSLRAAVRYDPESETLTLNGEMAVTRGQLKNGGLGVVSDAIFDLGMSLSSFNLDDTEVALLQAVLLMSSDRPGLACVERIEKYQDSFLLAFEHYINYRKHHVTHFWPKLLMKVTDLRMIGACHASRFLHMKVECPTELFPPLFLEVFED
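Fluorescence polarization of 20 nM Texas Red SRC2 peptide with 0.6 uM human TRb ligand-binding domain, in Tris buffer with 1uM T3 and 5% DMSO. Incubated 5 hr ambient; normalized to unbound and bound controls.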
RECQ1 inh = qHTS Assay for Inhibitors of RecQ-Like Dna Helicase 1 (RECQ1). RECQ1 DNA unwinding, red fluorescence kinetic read. Potency, µM (titrated, usually from 57.3 µM), inactives show at the highest dose activity, negative = inhibition, actives largely listed as inhibitors. hit rate 0.54% among 240,000;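 also: plate controls were vehicle for no effect and no enzyme for full effect; nearly all actives have a fitted effect of over 30% in size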
Target sequence (P46063 whole entry, looked up): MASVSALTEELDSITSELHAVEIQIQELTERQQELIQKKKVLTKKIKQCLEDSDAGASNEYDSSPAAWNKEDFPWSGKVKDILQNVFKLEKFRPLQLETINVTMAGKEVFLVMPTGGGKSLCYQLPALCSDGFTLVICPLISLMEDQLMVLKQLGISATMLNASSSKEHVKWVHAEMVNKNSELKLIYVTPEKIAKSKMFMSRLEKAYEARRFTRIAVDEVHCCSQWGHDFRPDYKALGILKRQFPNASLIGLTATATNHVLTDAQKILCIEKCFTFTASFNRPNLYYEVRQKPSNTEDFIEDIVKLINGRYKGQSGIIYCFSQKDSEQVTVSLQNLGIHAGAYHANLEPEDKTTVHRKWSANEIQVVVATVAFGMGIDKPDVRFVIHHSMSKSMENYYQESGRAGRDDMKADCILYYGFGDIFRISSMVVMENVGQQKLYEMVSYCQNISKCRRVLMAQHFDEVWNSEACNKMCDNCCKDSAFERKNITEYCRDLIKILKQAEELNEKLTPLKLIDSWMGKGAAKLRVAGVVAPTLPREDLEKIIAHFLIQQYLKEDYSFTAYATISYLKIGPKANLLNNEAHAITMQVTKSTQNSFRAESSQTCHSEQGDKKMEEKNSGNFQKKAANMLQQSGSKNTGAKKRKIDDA
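RECQ1T1 50 nM; forked duplex (20 bp + 30-nt ss tails) 200 nM, ATP 2 mM final; pH 8.0, 2 mM MgCl2, 2.5 ug/ml poly(dI-dC); 15 min compound preincubation; discontinuous kinetic read over 2 h at RT.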
JMJD2E inh = qHTS Assay for Inhibitors of Human Jumonji Domain Containing 2E (JMJD2E); Potency, µM (series often up to 57.1 µM), inactives show at the top dose activity change, negative = inhibition, hits mostly inhibitors; Lysine-specific demethylase 4E (Homo sapiens), B2RXH2; hit rate 1.6% among 230,000; JMJD2E catalytic domain, FDH-coupled NADH fluorescence (FDH is formaldehyde dehydrogenase); active = well fitted inhibition curve with a large enough effect, not every such curve was filed as active; inconclusive = small, poorly fitted or top-dose-only effect, or another doubt; inactive = no such curve, though single readings can be large or run the other way;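 also: 0% = wells with enzyme and -100% = buffer wells without enzyme; nearly all actives have a fitted effect of over 50% in size; many of its hits are not listed in these tables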
ALDH1A1 inh = qHTS Assay for Inhibitors of Aldehyde Dehydrogenase 1 (ALDH1A1). AID 1030, 2008. hit rate 7.3% among 220,000. Purified ALDH1A1, NADH fluorescence, propionaldehyde substrate. Potency, µM (highest dose often 75.3 µM), without a hit: top-dose activity, negative = inhibition, hits mostly inhibitors. Aldehyde dehydrogenase 1A1 (Homo sapiens), P00352; active = well fitted inhibition curve with a large enough effect, not every such curve was filed as active; inconclusive = small, poorly fitted or top-dose-only effect, or another doubt; inactive = no such curve, though single readings can be large or run the other way;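 also: plate controls were no enzyme wells and a reference inhibitor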
SMN2 splice enh = qHTS Assay for Enhancers of SMN2 Splice Variant Expression; HEK293 SMN2-luciferase splicing reporter, luminescence, 30-36 h; Potency, µM (series often up to 46.1 µM), for inactives: at the top dose activity change, positive = activation, usual class: activators; hit rate 2.8% among 210,000; also: % of control where 0% means no effect; nearly all actives have a fitted effect of over 55% in size
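qHTS luciferase splicing reporter: luminescence rises when SMN2 exon 7 is included in transfected HEK293 cells. Compound exposure lasted 30-36 h at 37C, with 4.5 mM final sodium butyrate as control, followed by a ONE-Glo read.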
GoLoco inh red = qHTS Assay for Inhibitors of RGS12 GoLoco Motif Activity (Red Fluorophore); Guanine nucleotide-binding protein G(i) subunit alpha-1 (Homo sapiens), P63096; Gai1:RGS12 GoLoco peptide FP, rhodamine, 10 min; Potency, µM (doses to about 61.6 µM), without a hit: at the highest dose activity, negative = inhibition, usual class: inhibitors; hit rate 0.44% among 230,000; AID 880, 2007; active = well fitted inhibition curve with a large enough effect, not every such curve was filed as active; inactive = no such curve, though single readings can be large or run the other way; also: % is scaled to controls: 0 for no effect and ±100 for the full control effect; nearly all actives have a fitted effect of over 30% in size; many of its hits are not listed in these tables
Numbers without * were called inactive; i = inactive; u = inconclusive; x = not tested or not shown; [ ] = remark or other dose. Unless noted, calls follow the shape of the dose curve; as a rule, active = well fitted curve in the direction sought with a large enough effect; inconclusive = small, poorly fitted or top-dose-only effect, or another doubt; inactive = no such curve, though single readings can be large; an effect the other way counts as inactive or inconclusive. Potency is read from the fitted curve at half-maximal effect.

SMILES	TR SRC2 fluor cs	Lamin A splicing	TRb-SRC2 inh	RECQ1 inh	JMJD2E inh	ALDH1A1 inh	SMN2 splice enh	GoLoco inh red
O=C1c2ccccc2C(Nc2ccc3c(c2)OCCO3)N1c1ccccn1 (stereo not given)	-4%	-2%	-4%	2%	-7%	-2%	-16%	3%
CCCCOc1ccc(CSC(=N)N)cc1[N+](=O)[O-]	0%	18%	0%	-11%	0%	6%	11%	12%
CCCn1c(-c2nonc2N)nc2ccccc21	-1%	-11%	0%	-5%	-3%	2%	-12%	8%
Cc1c(C(=O)NCCC2=CCCCC2)cccc1[N+](=O)[O-]	-4%	8%	-3%	-3%	-7%	u	20%	0%
CCN(CC)C(=S)SCC(=O)Nc1nc(-c2ccccc2)c(-c2ccccc2)o1	1%	u	-3%	-6%	-12%	13µM*	-33%[inhibitor]	0%
c1ccc(CCNc2ccccc2)cc1	-3%	-11%[46 µM]	-8%	11%	-4%	-13%	x	1%
Cc1cccc(N2C(=O)CCC2=O)c1	-1%	-7%	5%	-3%	1%	7%	-4%	10%
CCCCOc1ccc(CSC(CC(=O)O)C(=O)O)cc1 (stereo not given)	-4%	-7%	2%	-6%	0%	7%	-8%	6%
NNC(=O)c1ccc(COc2ccc([N+](=O)[O-])cc2)o1	-3%	x	-3%	-4%	2%	x	x	9%
Cc1cccc(NC(=O)N2CCC(NC(=O)c3ccco3)CC2)c1	-1%	x	5%	2%	-3%	-9%	-8%	8%
Nc1ccc(N2CCN(C(=O)c3cccs3)CC2)cc1	2%	u	3%	-19%	-16%	u	14%	9%
CCc1nnc(NC(=O)CN2CCN(c3ccccc3F)CC2)s1	-1%	1%[46 µM]	1%	-8%	6%	0%	x	6%
COC(=O)c1ccc(C(=O)OC)c(NC(=S)N2CC(C)CC(C)C2)c1 (stereo not given)	-4%	u	-1%	-4%	u	u	-2%	0%
CCN(CC)CCN(C(=O)c1cccc([N+](=O)[O-])c1)c1nc2ccc(OC)cc2s1	-1%	20%[9.22 µM]	6%	-3%	-7%	-7%	-26%	5%
COc1cccc(NC(=O)c2cc(Cl)nnc2Cl)c1	1%	u	-7%	i	11%	u	-9%	6%
COCCN(CCOC)Cc1c(O)ccc2c3c(c(=O)oc12)CCC3	-5%	u	3%	-7%	u	u	-7%	3%
CCOC(=O)N1CCC(N2CCCC(C(=O)c3ccccc3OC)C2)CC1 (stereo not given)	-4%	x	0%	0%	-25%	-6%	x	3%
CCCCOc1ccc(S(=O)(=O)N2CCCCCC2)cc1	-3%	0%	8%	u	-1%	-4%	-7%	2%
O=C(Cc1ccccc1)NNC1=NS(=O)(=O)c2ccccc21	0%	8%[46 µM]	-7%	-4%	-10%	3%	x	9%
COc1cccc(C(=O)NC2CCN(CC(=O)Nc3cccc(C)c3C)CC2)c1	-3%	x	-10%	11%	-9%	-7%	x	15%
CC(=O)c1cc(CC(=O)N2CCc3c([nH]c4ccccc34)C2c2ccccn2)cs1 (stereo not given)	2%	u	-8%	-7%	u	-5%	x	4%
COc1ccc(-c2nn(C)c(=O)c3ccccc23)cc1CNC(=O)NC1CCCCC1	-4%	-26%[46 µM]	1%	-10%	u	u	-1%	-1%
COc1ccc(C2=C(Nc3ccc(C)cc3)c3ccccc3C2=O)cc1	2%	-15%	-9%	-16%	0%	7%	-15%	14%
CCOC(=O)c1[nH]c(C)c(/C(O)=C2\C(=O)C(=O)N(CCCn3ccnc3)C2c2ccncc2)c1C (stereo not given)	-1%	-5%	5%	-9%	u	u	x	x
COC(=O)C1=C(C(=O)OC)[C@@H]2N(C)c3ccccc3[C@@]23C[C@@H](C(=O)OC)N(C(=O)c2ccc(Br)cc2)C3=N1	1%[11.2 µM]	-6%[9.22 µM]	4%[11.2 µM]	-4%[11.5 µM]	3%[11.4 µM]	11%[13.5 µM]	-8%[9.22 µM]	3%[14.2 µM]
COc1cc(N(C)C)c([N+](=O)[O-])cc1C(=O)N1CCN(Cc2ccccc2)CC1	0%	-3%[9.22 µM]	-16%	-13%	5%	10µM*	-46%[inhibitor]	-7%
O=C(O)C1CC(=O)N(c2ccc(OCc3c(F)cccc3Cl)cc2)C1 (stereo not given)	0%	1%	10%	3%	-5%	4%	6%	0%
O=C(NNC(=S)NCc1ccccc1)c1ccc(OC(F)F)cc1	0%	u	5%	-3%	8%	-4%	-1%	6%
CCOC(=O)c1sc(=S)n(-c2ccccc2OC)c1N	-4%	-10%	-17%	0%	-9%	3.2µM*	-16%	-4%
CCOP(=O)(OCC)C(Nc1cccc(C(F)(F)F)c1)c1ccc(C)cc1 (stereo not given)	-5%	u	-3%	-3%	2%	2%	x	x
O=C(c1cnc2sccn2c1=O)N1CCN(c2ccccc2Cl)CC1	-5%	x	-8%	-6%	3%	x	x	5%
O=c1cc(C(F)(F)F)[nH]c2c(OC(F)(F)F)cccc12	-2%	x	0%	-13%	u	x	x	11%
COc1cc(C=O)c(Br)cc1OC1CCCC1	-2%	3%	-5%	-8%	-4%	1%	-9%	4%
O=C1CCSc2ccc(Cl)cc2N1Cc1ccccc1	3%	5%	1%	i	-3%	2%	5%	6%
COc1ccccc1/C=C/C(=O)NCC(=O)N1CCC(N(C)C2CCCC2)CC1	1%	x	-11%	-10%	7%	-18%	-24%	-11%
C#CCNc1cc(-c2ccccc2)nc2ncnn12	-2%	x	-8%	19%	u	8%	-16%	-1%
COC(=O)c1cnc(Oc2ccc(NC(=O)NC(=O)c3c(F)cccc3F)cc2)cc1C(F)(F)F	-2%	x	-1%	-2%	8%	9%	x	0%
COC(=O)c1cc(NC(=O)c2cc(-c3ccc(OC)cc3)oc2C(F)(F)F)ccc1N1CCOCC1	-3%	x	6%	-21%	u	x	x	-1%
Cc1c(NC(=O)C(C)OC(=O)c2cccnc2)c(=O)n(-c2ccccc2)n1C (stereo not given)	-1%	6%	0%	0%	3%	0%	5%	6%
Cc1ccc(OCCN2C(=O)NC3(CCc4ccccc4C3)C2=O)cc1 (stereo not given)	0%	9%	3%	-1%	3%	u	-7%	0%
Cc1nc2ccccn2c1/C(O)=C1\C(=O)C(=O)N(CCCn2ccnc2)C1c1ccncc1 (stereo not given)	-5%	19%	-5%	-11%	-24%	-3%	-5%	-4%
COC(=O)c1ccccc1NC(=O)Nc1ncccc1C	-4%	11%[46 µM]	-5%	i	u	-13%	3%	12%
Cc1nnc(NC(=O)c2ccccc2Br)s1	0%	-5%	-8%	i	-4%	18%	13%	11%
CCOC(=O)c1sc(Nc2ccccc2)nc1C	-1%	31%	3%	-16%	12%	-11%	3%	13%
O=C(CN(C(=O)Cn1nnc(-c2ccc(F)cc2)n1)c1cnc2ccccc2c1)NCC1CCCO1 (stereo not given)	-3%	7%[46 µM]	-1%	i	-11%	-2%	-4%	12%
O=C1CC(NCc2ccc3c(c2)OCO3)C(=O)N1Cc1ccc2c(c1)OCO2 (stereo not given)	-8%	6%	-3%	0%	-1%	u	-4%	2%
CN1C(=O)S/C(=C/c2ccccc2OCc2ccc(C(=O)O)cc2)C1=O	0%	x	4%	-2%	-5%	1%	-32%[inhibitor]	28%
COc1ccccc1NC(=O)c1ccc(COc2ccc3c(c2)CCC3)cc1	1%	-6%	-4%	-4%	14%	7%	11µM*	3%
COc1ccccc1/C=C/C(=C1/C(=O)N(c2ccccc2)N=C1C)c1ccc(C)cc1	-23%	-3%	5%	-6%	-4%	10%	-20%	-1%
CCOc1ccccc1-c1nc(C(N)=O)c2[nH]c(=O)n(-c3ccc(F)cc3)c2n1	0%	0%	-1%	-5%	u	u	13%	-3%

Continuation:
SMILES	TR SRC2 fluor cs	Lamin A splicing	TRb-SRC2 inh	RECQ1 inh	JMJD2E inh	ALDH1A1 inh	SMN2 splice enh	GoLoco inh red
CC(C)[C@H](NC(=O)c1ccccc1)C(=O)OCc1nnc(-c2ccccc2)o1	-1%	9%[9.22 µM]	3%	-10%	12%	5%	-12%	9%
Cc1nnc(SCC(=O)NC2CC2)n1CC1CCCO1 (stereo not given)	-2%	x	-4%	-5%	1%	12%	13%	0%
Cc1cccc(Oc2ccc(NC(=O)c3ccccc3C(=O)O)cc2)c1C	-4%	13%[9.22 µM]	-4%	-5%	-9%	u	-14%	8%
Cc1cccn2cc(CNC(=O)c3ccco3)nc12	-4%	7%	-1%	4%	u	10%	11%	0%
CCOC(=O)C1=C(C)N(CCO)C(=O)NC1c1ccccc1 (stereo not given)	4%	u	-14%	8%	3%	-5%	-15%	2%
NS(=O)(=O)c1ccc(CCNC(=O)CN2CCN(c3ccccc3F)CC2)cc1	-3%[53 µM]	u	-10%[53 µM]	0%	-4%	4%	-23%	2%
Clc1cccc(C[n+]2cc(-c3ccccc3)n3c2CCC3)c1	-4%	u	9%	-6%	-1%	17%	-21%	7%
C=CCON1C(=O)c2ccccc2C1=O	-1%	10%	-14%	2%	-2%	u	-6%	-2%
COC(=O)c1sccc1NC(=O)c1cccs1	0%	x	8%	-6%	u	x	x	6%
O=[N+]([O-])c1cc(Cl)cc(/C=N/n2cnnc2)c1O	2%	5%[46 µM]	-2%	i	11%	-1%	3%	5%
CC(=O)Oc1ccc2c(c1OC(C)=O)OCC1(O)Cc3c(cc(OC(C)=O)c(OC(C)=O)c3OC(C)=O)C21 (stereo not given)	u	u	-4%	-6%	-25%	-4%	-4%	-7%
CC1CCN(C2CC(=O)N(c3ccccc3)C2=O)CC1 (stereo not given)	-2%	5%[46 µM]	0%	-8%	3%	28µM*	x	-14%

Some of the compounds tested, so the mix of outcomes need not match the whole.
